Screening results from PubChem.
RMI FANCM FP = inhibitors of human RMI core complex binding to FANCM MM2; Fluorescence polarization, RMI core complex with F-MM2 peptide; hits give low values; FP signal (polarization) at 33 µM; 70,000 tested, 0.58% active; AID 1159607; in the data active = FP signal below about 40; note: inactives centre near 61; strong numbers were not always called active; unit not given here
Active calls of the source: *; & = joins results of further samples. These rows are one share of the data; count on the stated rates, not on these rows.

`O=C(NNC(=O)c1ccc([N+](=O)[O-])cc1)NC1(C(F)(F)F)Oc2ccccc2O1` gave RMI FANCM FP 56.
For CC(=O)c1ccc(NC(=O)CN2CCN(CC(=O)Nc3ccc(C(C)=O)cc3)CC2)cc1 the results were RMI FANCM FP 55.
Screening Cc1ccc(C(=O)Nc2c(C)nc3scc(C)n3c2=O)cc1C returned RMI FANCM FP 66.
For O=c1[nH]cnc2sc3c(c12)CN(Cc1ccccc1)CC3 the results were RMI FANCM FP 49.
CC(C)(C)c1csc(NC(=O)c2cccc([N+](=O)[O-])c2)n1 was read as RMI FANCM FP 69.
For Cc1ccc(S(=O)(=O)Nc2ccccc2C(=O)Nc2nc(-c3ccc4c(c3)CCCC4)cs2)cc1 the results were RMI FANCM FP 48.
`CCC(C)Nc1cc(C)nc2c(-c3ccccc3Cl)cnn12` (stereo unspecified) gave RMI FANCM FP 57.
Screening Cc1ccccc1C(=O)Nn1cnc2c(cnn2-c2cccc(Cl)c2)c1=O returned RMI FANCM FP 66.
`Nc1nc(=S)c2ncn([C@@H]3O[C@H](CO)[C@@H](O)[C@H]3O)c2[nH]1` gave RMI FANCM FP 60.
COc1ccc(CCNc2nc(-c3ccccc3)nc3sc(-c4ccccc4)cc23)cc1 was read as RMI FANCM FP 71.
COc1cc2c(CCNC(C)=O)c[nH]c2cc1O was read as RMI FANCM FP 48.
`CSc1ccccc1C(=O)Nc1nccs1` gave RMI FANCM FP 53.
`COc1cccc(-c2nnc(NC(=O)c3cccs3)o2)c1` gave RMI FANCM FP 67.
CC(=O)Nc1ccc(S(=O)(=O)NCC2CCCO2)cc1 (stereo unspecified) was read as RMI FANCM FP 57.
Screening CSC(=Nc1cccc(SC)c1)NC#N returned RMI FANCM FP 59.
For COc1cc(C(=O)Nc2sc(C)c(C)c2C#N)cc(OC)c1OC the results were RMI FANCM FP 55.
`Cc1cc(=O)n2c(-c3ccc(NS(C)(=O)=O)cc3)csc2n1` gave RMI FANCM FP 65.
`Cc1ccc2sc(N3CCN(C(=O)C4=COCCO4)CC3)nc2c1C` gave RMI FANCM FP 51.
Screening O=C(Cc1cccc2ccccc12)Nc1ccc(Cl)c(N2CCCS2(=O)=O)c1 returned RMI FANCM FP 57.
For O=S(=O)(O)CCn1c(O)c(C=C2C=Nc3ccccc32)sc1=S the results were RMI FANCM FP 270.
Screening NS(=O)(=O)c1ccc(C(=O)N2CCN(c3ccc(-c4ccc(F)cc4)nn3)CC2)cc1 returned RMI FANCM FP 71.
Screening COc1cc(C(=O)NCc2ccco2)cc(OC)c1OC returned RMI FANCM FP 56.
For COc1ccc(OC)c(COCC(O)CN2CCN(c3ccccc3OC)CC2)c1 (stereo unspecified) the results were RMI FANCM FP 69.
Screening Cc1cc(C)c(C)c(S(=O)(=O)Nc2ccc3ncsc3c2)c1C returned RMI FANCM FP 72.
For COc1ccc(C(=O)Nc2ccc3c(c2)N(C)C(=O)C(C)(C)CO3)c(OC)c1 the results were RMI FANCM FP 69.
Screening CCn1ccc(C(=O)Nc2nc3cc(C)cc(C)c3s2)n1 returned RMI FANCM FP 62.
C=CCOc1ccccc1CN1C(=O)C(O)(CC(C)=O)c2cc(Br)ccc21 (stereo unspecified) was read as RMI FANCM FP 65.
Screening Cc1cccc(NC(=O)C2CCN(c3ccc(-c4ccc(F)cc4)nn3)CC2)n1 returned RMI FANCM FP 62.
COc1cc(C(=O)NCCn2ncccc2=O)cc(OC)c1OC was read as RMI FANCM FP 64.
`CC(=O)c1sc(NC(=O)c2ccc(-c3nc4ccccc4s3)s2)nc1C` gave RMI FANCM FP 64.

Grouped by structure: the compounds so far with an aryl methoxy group.
COc1ccc(CCNc2nc(-c3ccccc3)nc3sc(-c4ccccc4)cc23)cc1 was read as RMI FANCM FP 71.
COc1cc2c(CCNC(C)=O)c[nH]c2cc1O was read as RMI FANCM FP 48.
`COc1cccc(-c2nnc(NC(=O)c3cccs3)o2)c1` gave RMI FANCM FP 67.
For COc1cc(C(=O)Nc2sc(C)c(C)c2C#N)cc(OC)c1OC the results were RMI FANCM FP 55.
Screening COc1cc(C(=O)NCc2ccco2)cc(OC)c1OC returned RMI FANCM FP 56.
For COc1ccc(OC)c(COCC(O)CN2CCN(c3ccccc3OC)CC2)c1 (stereo unspecified) the results were RMI FANCM FP 69.
For COc1ccc(C(=O)Nc2ccc3c(c2)N(C)C(=O)C(C)(C)CO3)c(OC)c1 the results were RMI FANCM FP 69.
COc1cc(C(=O)NCCn2ncccc2=O)cc(OC)c1OC was read as RMI FANCM FP 64.

Further structures
`CCOC(=O)c1ccc(NC(=O)c2cc(C)no2)cc1` gave RMI FANCM FP 75.
`COc1ccccc1OCC(=O)Nc1ccc2c(=O)c3ccccc3oc2c1` gave RMI FANCM FP 88.
For Cn1c(=O)[nH]c(=O)c2c1nc(CN1CCN(c3cccc(Cl)c3)CC1)n2CCN1CCOCC1 the results were RMI FANCM FP 112.
Screening CC1S/C(=C(\C#N)C(N)=O)N(c2ccc(F)cc2)C1=O (stereo unspecified) returned RMI FANCM FP 61.
`O=S(=O)(NCCOc1ccc(-c2ccc(F)cc2)nn1)c1ccc2c(c1)CCCC2` gave RMI FANCM FP 58.
For FC(F)(F)c1cccc(NCCNc2nccc(C(F)(F)F)n2)n1 the results were RMI FANCM FP 55.
`COc1ccc(N2C(=O)C3N=NN(Cc4c(F)cccc4Cl)C3C2=O)cc1` (stereo unspecified) gave RMI FANCM FP 66.
Screening O=C(NCCCn1nc(-c2ccc(F)cc2)ccc1=O)c1ccc2ccccc2n1 returned RMI FANCM FP 67.
Screening O=c1c2cc(Cl)ccc2nc2sc(Nc3cc(F)ccc3F)nn12 returned RMI FANCM FP 67.
CCc1nc2c(sc3cccc(F)c32)c(=O)n1CC(=O)Nc1ccc(F)c(Cl)c1 was read as RMI FANCM FP 126.
O=S(=O)(NCC1CCN(C2CCCC2)CC1)c1ccc2c(c1)CCCC2 was read as RMI FANCM FP 70&80.
`O=C(CSc1nc(-c2ccccc2)c2cc(Cl)ccc2n1)N1CCOCC1` gave RMI FANCM FP 58.
Cc1ccccc1-c1ccc(N2CCN(C(=O)Nc3ccc(F)cc3)CC2)nn1 was read as RMI FANCM FP 70.
O=C(Cn1nc(C2CC2)c2cnn(-c3ccccc3)c2c1=O)Nc1ccc2c(c1)OCO2 was read as RMI FANCM FP 71.
Screening O=C1CC2(CCCC2)C(=O)N1c1cc(C(F)(F)F)cc(C(F)(F)F)c1 returned RMI FANCM FP 53.
For COc1ccc(C(=O)NCC2CCN(Cc3ccccc3)CC2)cc1 the results were RMI FANCM FP 75.
`COC(=O)c1ccc(NC(=O)Cn2c(C)nc3c(sc4ccccc43)c2=O)cc1` gave RMI FANCM FP 112.
`Cc1ccc(-c2cc3c(SCC(=O)Nc4ccc(Br)cc4F)nccn3n2)cc1` gave RMI FANCM FP 100.
Screening Cc1cc(C(=O)N(CCN2CCOCC2)c2nc3c(Cl)cccc3s2)on1 returned RMI FANCM FP 67.
`Cc1cc(/C=C2\SC(=S)NC2=O)oc1C` gave RMI FANCM FP 78.
COc1cccc(-n2c(=S)sc3c(=O)[nH]c(SCC(=O)Nc4ccc(C)c(F)c4)nc32)c1 was read as RMI FANCM FP 48.
For CS(=O)(=O)c1ccc(-c2cccc(NC(=O)c3ccc(Cl)nc3)c2)nn1 the results were RMI FANCM FP 56.
CS(=O)(=O)CS(=O)(=O)Nc1ccc2c(c1)OCCO2 was read as RMI FANCM FP 51.
`CCOc1coc(C(=O)NCCCc2ccccc2)cc1=O` gave RMI FANCM FP 64.
Screening O=C(NN1C(=O)CSC1=S)c1cccc2ccccc12 returned RMI FANCM FP 61.
COCCn1cc(NC(=O)Nc2ccc(F)c(Cl)c2)c2ccccc21 was read as RMI FANCM FP 60.
O=S1(=O)CCN(Cc2ccc(N3CCOCC3)cc2)CC1 was read as RMI FANCM FP 56.
CCCC(Nc1ccccn1)n1nnc2ccccc21 (stereo unspecified) was read as RMI FANCM FP 57.
`Cc1ccc(C)c(-c2nn(-c3ccccc3)cc2/C=C(/C#N)c2nc3ccccc3c(=O)[nH]2)c1` gave RMI FANCM FP 110.
N#CCSc1nsc(SCC#N)n1 was read as RMI FANCM FP 52.
Screening N#Cc1cnc(Sc2nc3ccccc3s2)nc1N returned RMI FANCM FP 54.
Screening O=C(CCS(=O)(=O)c1ccc(Cl)cc1)Nc1ccccc1-c1nc2ccccc2[nH]1 returned RMI FANCM FP 54.
For Cc1ccc(-c2csc3nnc(SCC(=O)N4CCOCC4)n23)cc1 the results were RMI FANCM FP 64.
`CC(=O)Nc1ccc(-n2c(N)c(C(=O)NC3CCCC3)c3nc4ccccc4nc32)cc1` gave RMI FANCM FP 59.
`COc1ccc(C(=O)NCc2c(-c3ccc(C)cc3)nc3n2CCS3)cc1OC` gave RMI FANCM FP 57.
Screening CN1C(=O)c2cccc(NC(=O)c3ccc([N+](=O)[O-])o3)c2C1=O returned RMI FANCM FP 59.
Screening Cc1cc(C)nc(SCc2c(C(=O)N3CCc4ccccc43)nnn2-c2ccccc2)n1 returned RMI FANCM FP 69.
Screening O=C(CC1OC(=O)c2ccccc21)c1ccccc1Cl (stereo unspecified) returned RMI FANCM FP 51.
`O=[N+]([O-])c1ccc(Sc2c(-c3ccccc3)nc3ccccn23)cc1` gave RMI FANCM FP 53.
O=C(OCc1nc2ccccc2s1)c1cc(=O)c2ccccc2o1 was read as RMI FANCM FP 68.
Screening Cc1[nH]c(C)c2c(=O)n(C)ncc12 returned RMI FANCM FP 51.
O=C(Nc1ccc(S(=O)(=O)N2CCOCC2)cc1)c1ccc(Cl)cc1 was read as RMI FANCM FP 55.
`CCOc1ccc(-c2c(C#N)c(N)nc3sc(C(=O)c4ccc(Br)cc4)c(N)c23)cc1` gave RMI FANCM FP 59.
`NC(=O)c1ccc(NC(=O)Cn2nc(-c3cccs3)c3sc(N4CCCCC4)nc3c2=O)cc1` gave RMI FANCM FP 83.
For Cn1[nH]c(Nc2ccccc2Cl)c(N=Nc2ccc(C(F)(F)F)cc2)c1=O the results were RMI FANCM FP 51.

Reprinted at random: four entries already listed.
For Cn1[nH]c(Nc2ccccc2Cl)c(N=Nc2ccc(C(F)(F)F)cc2)c1=O the results were RMI FANCM FP 51.
`O=[N+]([O-])c1ccc(Sc2c(-c3ccccc3)nc3ccccn23)cc1` gave RMI FANCM FP 53.
Screening Cc1cc(C)nc(SCc2c(C(=O)N3CCc4ccccc43)nnn2-c2ccccc2)n1 returned RMI FANCM FP 69.
`CC(=O)Nc1ccc(-n2c(N)c(C(=O)NC3CCCC3)c3nc4ccccc4nc32)cc1` gave RMI FANCM FP 59.

Continued.
Screening O=C(CCSc1ccc(Cl)cc1)Nc1nc(-c2ccc(Cl)s2)cs1 returned RMI FANCM FP 98.
Screening Cc1ccc2nc(-c3ccc(NS(=O)(=O)c4ccccc4)cc3)sc2c1 returned RMI FANCM FP 56.
Screening O=C(Nc1ccc2c(c1)C(=O)NCCO2)c1cccc(F)c1 returned RMI FANCM FP 65.
For COc1ccc(S(=O)(=O)CC(=O)Nc2sc3c(c2C#N)CCCCC3)cc1 the results were RMI FANCM FP 53.
Screening COc1cccc(OCC(=O)Nc2ccc3c(c2)CN(C(=O)c2ccco2)CC3)c1 returned RMI FANCM FP 65.
Cc1cc(S(=O)(=O)Nc2ccc3c(c2)N(CCC(C)C)C(=O)C(C)(C)CO3)ccc1F was read as RMI FANCM FP 67.
For CC(C1CC1)N(C(=O)CCC(=O)O)c1ccccc1 (stereo unspecified) the results were RMI FANCM FP 56.
`CN1CCCc2cc(C(CNC(=O)Nc3ccc4c(c3)OCO4)N3CCOCC3)ccc21` (stereo unspecified) gave RMI FANCM FP 60.
For CCn1ccnc1CC1COc2ccccc2O1 (stereo unspecified) the results were RMI FANCM FP 46.
Screening CCc1ccc(N2CCN(CC(O)COc3ccc4ccccc4c3)CC2)cc1 (stereo unspecified) returned RMI FANCM FP 58.
For C=CCn1c(-c2ccccc2)csc1=Nc1ccccc1C(=O)OCC the results were RMI FANCM FP 59.
For COc1ccc(-c2csc(=Nc3ccccc3)n2/N=C\c2ccccc2)cc1OC the results were RMI FANCM FP 106.
`COc1cccc(C(O)=C2C(=O)C(=O)N(CCCn3ccnc3)C2c2ccccn2)c1` (stereo unspecified) gave RMI FANCM FP 60.
Screening CCc1ccc(S(=O)(=O)Nc2cccc(N3CCCCC3=O)c2)s1 returned RMI FANCM FP 54.
`Cc1nc2c(ccc3nc(NC(=O)c4ccccc4S(C)(=O)=O)sc32)s1` gave RMI FANCM FP 55.
`CC(=O)[C@]1(O)Cc2c(O)c3c(c(O)c2[C@@H](O[C@H]2C[C@H](N)[C@H](O)[C@H](C)O2)C1)C(=O)c1ccccc1C3=O` gave RMI FANCM FP -37&-38.
Cn1c(=NC(=O)c2ccccc2S(C)(=O)=O)sc2cccc(Cl)c21 was read as RMI FANCM FP 52.
`O/N=C\c1cc2c(cc1Br)OCO2` gave RMI FANCM FP 52.
`C=CCn1c(SCC(=O)Nc2ccc3c(c2)OCO3)nc2scc(-c3ccc(C)o3)c2c1=O` gave RMI FANCM FP 81.
COc1ccc(C(=O)N2CCN(C(=O)N3CCOCC3)CC2)cc1OC was read as RMI FANCM FP 59.
Cc1cc(C)cc(OCCNC(=O)C2CCCC2)c1 was read as RMI FANCM FP 60.
For CCOC(=O)N1CCc2c(sc(NC(=O)c3cccc(N4C(=O)CCC4=O)c3)c2C(=O)OC)C1 the results were RMI FANCM FP 93.
Screening COc1ccc(NC(=O)Cn2c(C)cc(C)c(-c3nc(-c4ccccc4)no3)c2=O)cc1OC returned RMI FANCM FP 67.
`CC(Oc1ccc2c(c1)OCO2)C(=O)N1CCN(c2ccc3nnc(C4CC4)n3n2)CC1` (stereo unspecified) gave RMI FANCM FP 67.
Screening CC1CCc2c(sc(NC(=O)CS(=O)(=O)c3ccc(F)cc3)c2C(N)=O)C1 (stereo unspecified) returned RMI FANCM FP 64.
CC(C)C(=O)N1CCc2ccc(NS(=O)(=O)c3ccc4ccccc4c3)cc2C1 was read as RMI FANCM FP 71.
